# From PubChem
# bIAP act: intestinal alkaline phosphatase (bovine) activation; purified bovine IAP, CDP-star luminescence, 30 min; hits give high values; fold of DMSO-control signal, blank-subtracted; activation factor at 20 µM; hit rate 0.17% among 200,000; AID 1016;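 active = activation factor of 2 or more at 20 µM, a signal rise over negative controls twice the positive control's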
# FLuc stim CS: affects firefly luciferase, flagging false hits in luciferase stimulation screens | 200,000 tested, under 10 active | ATPlite luciferase biochemical, luminescence, 10 min; 0 = ATP-free wells, 1 = DMSO control | activation factor at 10 µM | P08659;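 active = luciferase activation factor, scaled between plate controls, of at least 2 with compound at 10 µM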
# Target sequence (P08659 whole entry, looked up): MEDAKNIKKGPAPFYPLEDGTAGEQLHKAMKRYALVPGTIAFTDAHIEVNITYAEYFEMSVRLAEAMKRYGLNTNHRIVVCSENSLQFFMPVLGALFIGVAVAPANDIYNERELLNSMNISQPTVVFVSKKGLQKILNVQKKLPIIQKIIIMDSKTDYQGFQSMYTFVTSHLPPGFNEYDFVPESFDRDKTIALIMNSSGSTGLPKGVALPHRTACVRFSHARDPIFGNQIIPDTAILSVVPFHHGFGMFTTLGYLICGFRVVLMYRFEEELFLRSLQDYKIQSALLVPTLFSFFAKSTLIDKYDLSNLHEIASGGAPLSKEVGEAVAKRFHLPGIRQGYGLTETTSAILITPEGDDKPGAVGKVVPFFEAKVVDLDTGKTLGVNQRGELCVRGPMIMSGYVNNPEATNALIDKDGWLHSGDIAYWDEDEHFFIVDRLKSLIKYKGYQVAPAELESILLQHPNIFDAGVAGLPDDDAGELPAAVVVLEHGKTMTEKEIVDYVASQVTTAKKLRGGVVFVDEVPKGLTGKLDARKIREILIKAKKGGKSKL
#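 Material: Luciferase/luciferin reagent mix | Doses: Test compounds dosed from 2 mM stocks in 100% DMSO | Timing: 10 min incubation after luciferase reagent addition, room temperature | Measured by: Luminescence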
# L major viab: Leishmania major promastigote growth inhibition. Leishmania major promastigotes, resazurin fluorescence viability. inhibition, % at 10 µM. hit rate 9% among 200,000; in the data active = inhibition above about 50%;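 note: promastigotes grown with compound for 44 hours at 28 °C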
# RAM network inh: yeast RAM network inhibition; S. cerevisiae dse1pr::URA3 reporter, 5-FOA growth OD615, 2 d; analog-sensitive cbk1-as2 kinase mutant strain; inhibition, % at 50 µM; hit rate 1.8% among 190,000; AID 868;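 active = inhibition above a set limit, 3 SD over mean compound inhibition, cut at about 8.4% in these data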;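 note: 0% = DMSO-only wells with no growth and 100% = 10 µM 1-NA-PP1 full growth; inhibition rescues growth on 5-FOA so higher OD means more RAM inhibition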
# TNAP inh no acc: blocks human TNAP activity with no phosphate acceptor present | P05186 | purified TNAP, CDP-star luminescence, 30 min | inhibition, % at 20 µM | hit rate 0.26% among 200,000;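 active = tissue-nonspecific alkaline phosphatase inhibition above about 50% at 20 µM in the single-dose screen, limit read from the data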;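 note: 0% = DMSO negative control and 100% = EDTA positive control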
# Target sequence (P05186 whole entry, looked up): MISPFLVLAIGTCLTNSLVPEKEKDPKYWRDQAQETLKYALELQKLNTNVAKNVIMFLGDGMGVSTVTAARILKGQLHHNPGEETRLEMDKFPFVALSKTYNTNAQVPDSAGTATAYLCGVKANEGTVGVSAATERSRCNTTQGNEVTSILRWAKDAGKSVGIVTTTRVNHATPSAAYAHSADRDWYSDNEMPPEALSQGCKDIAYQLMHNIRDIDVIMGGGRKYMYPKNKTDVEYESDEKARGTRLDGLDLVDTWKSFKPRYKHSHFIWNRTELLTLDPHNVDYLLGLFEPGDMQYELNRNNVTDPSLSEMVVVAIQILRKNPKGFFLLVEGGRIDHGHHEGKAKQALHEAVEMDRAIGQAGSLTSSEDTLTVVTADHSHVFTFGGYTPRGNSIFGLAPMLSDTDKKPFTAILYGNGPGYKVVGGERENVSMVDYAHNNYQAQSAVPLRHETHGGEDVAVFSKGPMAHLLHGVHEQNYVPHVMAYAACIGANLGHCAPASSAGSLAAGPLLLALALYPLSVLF
# APP 5UTR inh: APP translation inhibition. SH-SY5Y APP 5'UTR-luciferase reporter, luminescence. inhibition, % at 2 µM. hit rate 0.82% among 190,000. AID 1285;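 active = inhibition above a set limit, derived from the sample mean plus 3 SD, cut at about 45% in these data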; note: values of inactives mirror those of a sister screen read the other way
# FLuc inhib CS: inhibits firefly luciferase, flagging false hits in luciferase inhibition screens; hit rate 1.5% among 200,000; P08659; ATPLite firefly luciferase biochemical luminescence, 10 min; inhibition, % at 10 µM;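 active = inhibition above about 50% when tested at 10 µM, limit read from the data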
# TNAP inh hi DEA: inhibitors of human TNAP at high phosphate acceptor concentration. purified TNAP, CDP-star luminescence, 1 M DEA. hit rate 0.03% among 200,000. inhibition, % at 20 µM. P05186;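 active = over 50% inhibition of tissue-nonspecific alkaline phosphatase at 20 µM in the single-dose screen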;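 note: plate controls were DMSO wells for no effect and EDTA-quenched wells as full inhibition for full effect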
# bIAP inh: intestinal alkaline phosphatase (bovine) inhibition; purified bovine IAP, CDP-star luminescence, 30 min; inhibition, % at 20 µM; 190,000 tested, under 10 active; AID 1019;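 active = over 50% inhibition of intestinal alkaline phosphatase at 20 µM in the single-dose screen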
#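 Assay system: bovine IAP enzyme; medium: DEA buffer 100 mM, pH 9.8, with MgCl2 1.0 mM, ZnCl2 0.02 mM; doses: 20 µM single dose; incubation: enzyme reaction for 30 min at room temperature; detection: CDP-star luminescence signal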
# TNAP act hiacc: TNAP (human) activation, high acceptor | 200,000 tested, under 10 active | purified TNAP, CDP-star luminescence, 1 M DEA, 30 min; hits give high values; 0 = EDTA background, 1 = DMSO-only activity | AID 1136 | activation factor at 20 µM;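 active = activation factor at least 2 at 20 µM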
#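 Control set: EDTA negative control, DMSO positive control / Assay system: human TNAP / Quantity: TNAP 1/800 final / Evaluation: TNAP activation factor scaled between EDTA and DMSO control wells / Measured by: luminescent substrate turnover signal / Compound dosing: one dose, 20 µM / Times: 30 min enzyme reaction at room temperature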
# Active calls of the source: *.
mol,bIAP act,FLuc stim CS,L major viab,RAM network inh,TNAP inh no acc,APP 5UTR inh,FLuc inhib CS,TNAP inh hi DEA,bIAP inh,TNAP act hiacc
COc1ccc(OCC(O)Cn2c(Nc3cccc(C)c3)nc3c2c(=O)n(C)c(=O)n3C)cc1 (stereo not given),1,1,4.5,7.7,-2.7,-5.1,-3.2,2.2,-0.9,1
Clc1ccc(OCCN2CCOCC2)cc1Cl,1.1,1,86.5*,0.2,8.6,-3.8,-4.0,1.6,-8.3,1
CCOC(=O)c1cnn(-c2ccccc2)c1-n1cccc1C(=O)C(=O)Nc1ccccc1,0.9,1,5.3,4.8,-3.9,-22.9,-2.8,-0.6,8.1,1
COc1ccc(Cl)cc1NC(=O)CSc1nnc(Cc2cccn2C)n1-c1ccc(F)cc1,0.9,1.1,20.1,2.9,4.8,-0.9,-9.6,-2.8,5.2,1
O=C(OC1CCS(=O)(=O)c2sccc21)c1ccccc1 (stereo not given),0.9,1,-0.8,0.3,-3.9,-9.2,-3.9,-0.8,11.5,1
NC1=NC(=O)C(CC(=O)NCc2ccccc2)S1 (stereo not given),0.9,1.1,25.7,2.6,-0.2,10.0,-7.3,-6.1,5.2,1.1
CC(CCc1ccc(O)cc1)N(C)CCc1ccccc1 (stereo not given),1,1.1,94.1*,1.5,2.0,-12.6,-5.7,-6.5,0.6,1.1
O=C1SC(SCc2ccccc2Cl)=N/C1=C\c1ccc(C(=O)O)cc1,0.7,1.1,-10.6,0.8,16.7,-9.4,-7.9,0.4,34.1,1
O=C(CN1CCCCCCC1)Nc1cccc(Cl)c1Cl,0.9,1.1,8.2,0.4,-10.9,-15.6,-5.4,-7.2,9.9,1.1
COc1ccc(N/C(N)=N/c2nc(CSc3ccc(Cl)cc3)cc(=O)[nH]2)cc1,1.1,1,-2.3,5.0,-21.4,5.0,-2.7,-9.5,-6.3,1.1
CCOP(=O)(c1c(F)c(F)c(F)c(F)c1F)C(O)c1ccccc1 (stereo not given),1.1,1.1,-0.2,-0.3,-8.3,-1.1,-5.3,-5.7,-5.3,1.1
CCC1=NN(C(=O)COc2ccccc2)C(O)(c2ccc(Br)cc2)C1 (stereo not given),0.8,1,-4.2,-1.0,9.5,10.3,-0.8,0.3,24.9,1
CCOc1ccccc1C1C(C(=O)Nc2ccccc2OC)=C(C)Nc2nc(CCCO)nn21 (stereo not given),1.1,1,-3.9,0.0,-6.4,-2.1,-4.2,-0.7,-9.2,1
Cc1ccc(S(=O)(=O)N2CCOCC2)cc1C(=O)Nc1nc2ccccc2[nH]1,0.9,1,-2.9,0.4,-12.6,-28.8,3.3,0.2,12.8,1
CC1CC1C(=O)OCc1cc(=O)n2cc(Br)ccc2n1 (stereo not given),1,0.9,-2.7,-0.5,-16.5,-63.3,10.8,-8.9,4.3,1.1
Cc1ccc(/C=N/NC(=O)CSCc2ccc(Cl)cc2)cc1,0.8,1,0.3,2.2,-0.1,-0.8,0.8,3.3,15.5,1
O=C(NC(C(=O)c1ccccc1)n1ccc(=O)[nH]c1=O)c1ccccc1 (stereo not given),1,1,9.0,-0.9,-1.3,-28.0,-1.8,2.8,4.4,1
O=C(Nc1nccs1)C1(c2ccc(Cl)cc2)CC1,1.1,1,2.9,0.2,4.5,-4.5,-0.1,0.1,-7.0,1
COc1ccc(C2C(C(=O)N3CCN(C)CC3)c3cc(OC)c(OC)cc3C(=O)N2C)cc1 (stereo not given),1,0.9,0.0,-0.9,-3.2,-10.5,5.8,-0.3,-2.3,1
O=C1C(Cl)=C(N2CCCCC2)C(=O)N1Cc1ccccc1,0.8,1,-1.9,1.3,-12.9,-1.1,-1.1,3.1,24.1,1
O=C(COc1cccc2ccccc12)NNC(=O)Nc1ccccc1,1.2,1,19.4,4.6,-10.8,-22.3,1.2,-5.2,-19.2,1.1
CCc1sc(N(C(=O)Cc2ccccc2)c2ccccc2)nc1-c1ccccc1,0.8,1,3.1,11.2*,-9.0,7.3,-0.1,-6.2,20.8,1.1
CCc1ccc2[nH]c(=O)c(C(c3nnnn3CCOC)N3CCN(c4ccccc4)CC3)cc2c1 (stereo not given),1,1.1,-2.7,2.8,-1.6,-7.0,-5.0,-5.9,-2.8,1.1
O=C(N/N=C/c1ccc(Br)s1)c1ccc([N+](=O)[O-])cc1,1,1,-3.7,4.7,1.1,36.4,-1.7,2.0,-0.2,1
Cc1cccc(OCCNC(=O)c2cc(-n3cnnc3)ccc2Cl)c1,0.9,1,-2.1,0.4,0.7,-0.5,-2.1,-6.3,5.6,1.1
Cc1oc2ccc(NS(=O)(=O)c3ccc(C(C)(C)C)cc3)cc2c1C(=O)Nc1ccccc1,1,1,43.5,7.0,-7.1,-1.6,-4.3,-3.3,2.0,1
COC(=O)/C(=C/c1ccc(F)cc1)NC(C)=O,0.8,1,-3.6,1.4,-6.5,-6.3,-1.3,1.7,19.4,1
CCCNC(=O)c1cc(S(=O)(=O)N2CCc3ccccc32)ccc1F,0.9,1.1,1.9,0.0,-6.8,0.3,-5.0,-3.8,12.4,1
O=C1CC(NCc2ccccc2)C(=O)N1c1ccc(F)cc1 (stereo not given),0.9,1,6.5,0.5,-8.8,-0.2,-1.8,-4.8,5.0,1
COC(=O)c1ccc(-c2noc(CN(C)Cc3ccncc3C)n2)cc1,1,1,12.0,-0.9,1.8,-3.3,-4.9,5.4,-1.3,0.9
CCCCCSc1nnc(C)c(=O)[nH]1,0.9,1,-0.2,2.9,-7.3,-4.0,0.3,1.3,11.1,1
COC(C)(C)[C@H](O)COc1c2ccoc2cc2oc(=O)ccc12,0.9,1,-0.5,0.7,-6.3,3.6,-2.2,0.2,6.9,1
O=C(/C=C/c1cccc([N+](=O)[O-])c1)NCc1cccnc1,1,1,-1.0,1.9,-11.8,-9.8,1.1,-3.8,-3.4,1
Oc1ccc(N2CCN(c3nnnn3-c3ccccc3)CC2)cc1,1,1.1,7.1,-1.9,-7.9,-27.1,-6.9,-6.8,1.0,1.1
CCOc1ccc(S(=O)(=O)N2CCCC2)cc1,0.9,1,-3.2,-0.7,-7.9,-3.7,-3.8,-3.9,7.2,1
CN(CCc1ccccn1)C(=O)c1ccc(OC(F)(F)F)cc1,1.1,1,-7.1,0.7,-4.0,-19.8,3.0,0.6,-9.0,1
CCc1c(C)c2ccc(OCC(=O)N(C)C)c(C)c2oc1=O,0.9,1,6.8,1.1,-7.1,-5.0,2.5,-0.4,7.7,1
CSc1cc(C)n(-c2ccccc2C)c(=S)c1C(C)=O,1,1.1,1.2,0.0,-9.9,-9.2,-7.6,-4.9,0.0,1
O=[N+]([O-])c1cc(/C=N/O)ccc1SCc1ccccc1,1,1.1,-3.1,4.0,5.4,11.2,-6.5,2.6,0.9,1
CCOC(=O)c1sc2nc(C)cc(C)c2c1N,0.9,0.9,3.9,0.4,-2.0,-10.0,10.4,6.9,10.4,0.9
C=CCNC(=O)COC(=O)c1cc(S(=O)(=O)N2CCCCC2)ccc1Cl,0.9,1,-7.6,1.2,-3.2,1.6,-3.0,-1.4,11.8,1
Cc1ccc(OCC(=O)Nc2cccc(S(=O)(=O)N3CCCCC3)c2)c([N+](=O)[O-])n1,0.9,1.1,13.9,3.7,13.6,2.8,-10.8,1.9,12.9,1
Clc1cccc(OCCN2CCOCC2)c1,1,1.1,7.5,1.7,-2.3,1.9,-9.0,-8.7,2.0,1.1
CCN1C(=O)CC(C(=O)OC)=C1C,1,1.1,5.8,-0.4,3.3,17.0,-9.2,-5.1,-1.2,1.1
CCCOc1ccc(S(=O)(=O)NCCN2CCOCC2)c2ccccc12,1,1,65.8*,-0.8,-4.0,-4.5,-4.1,-1.2,4.0,1
CCOC(=O)NN1C(=O)c2ccccc2NC1c1ccc(OC)cc1 (stereo not given),0.9,1,1.9,-0.4,-3.7,4.8,-4.6,0.5,9.2,1
CCOC(=O)Cc1ccc(NC(=O)c2ccccc2Br)cc1,1.1,0.8,15.5,2.1,1.5,-6.3,17.9,0.9,-8.8,1
Cc1c(C=O)c(=O)n(-c2ccccc2)n1C,1,1.1,-2.0,2.4,-10.6,10.9,-7.4,-4.5,0.5,1

# Complete entries, quoted from the list.
# Listed for `Cc1ccc(OCC(=O)Nc2cccc(S(=O)(=O)N3CCCCC3)c2)c([N+](=O)[O-])n1` → bIAP act: 0.9; FLuc stim CS: 1.1; L major viab: 13.9; RAM network inh: 3.7; TNAP inh no acc: 13.6; APP 5UTR inh: 2.8; FLuc inhib CS: -10.8; TNAP inh hi DEA: 1.9; bIAP inh: 12.9; TNAP act hiacc: 1
# Listed for `CCOC(=O)Cc1ccc(NC(=O)c2ccccc2Br)cc1` → bIAP act: 1.1; FLuc stim CS: 0.8; L major viab: 15.5; RAM network inh: 2.1; TNAP inh no acc: 1.5; APP 5UTR inh: -6.3; FLuc inhib CS: 17.9; TNAP inh hi DEA: 0.9; bIAP inh: -8.8; TNAP act hiacc: 1

# (continued)
mol,bIAP act,FLuc stim CS,L major viab,RAM network inh,TNAP inh no acc,APP 5UTR inh,FLuc inhib CS,TNAP inh hi DEA,bIAP inh,TNAP act hiacc
CCCC(=O)N1CC2(CCC)CN(C(=O)CCC)CC(CCC)(C1)C2=O,0.9,1,-4.9,2.5,-12.0,-9.0,-4.6,-8.0,6.1,1.1
CN(C)c1oc(COc2ccc(F)cc2)nc1C#N,0.6,1.1,-4.6,0.5,-5.8,18.4,-8.7,-2.1,37.2,1
CC(C)CC(c1nnnn1Cc1ccccc1)N1CCN(C(=O)c2ccco2)CC1 (stereo not given),1,1,64.9*,-0.4,-6.7,-0.6,-4.2,6.9,-4.8,0.9
Cc1nc(-c2cccc(NC(=O)c3cccs3)c2)cs1,0.7,1,4.7,-1.2,-9.7,-7.0,-0.2,-2.8,32.2,1
O=C(NCCCn1cccn1)c1cc(COc2ccc(F)cc2Cl)on1,1.1,0.8,-1.0,1.7,-5.8,-21.8,15.5,-3.1,-5.7,1
Cc1nc(CS(=O)c2ccccc2)cc(N2CCOCC2)n1 (stereo not given),0.9,1.1,10.9,0.7,-6.5,1.1,-5.6,0.9,6.0,1
O=C(CN1CCCCC1)Nc1cccc(Oc2ccccc2)c1,1.9,1,4.7,0.1,-20.1,5.0,-0.1,-0.9,-90.0,1
CC1(C)CC(=NOC(=O)c2ccccc2)CC(C)(C)N1,0.9,1.1,0.8,4.1,-7.8,-4.2,-11.4,-2.6,7.0,1
COc1cc(C(Nc2ccc3c(c2)OCO3)C(=O)NC2CCCCC2)cc(OC)c1OC (stereo not given),1.1,1,2.0,3.1,-15.1,-6.0,-4.0,-3.1,-11.0,1
Cc1ccc(Cl)cc1NC(=O)COC(=O)C1CCCCC1,0.8,1.1,-3.6,1.9,-22.8,4.0,-5.1,-2.7,19.4,1
CCOC(=O)c1ccc(NC(=O)Nc2c(C)nn(C)c2C)cc1,1,1,-3.2,2.0,-11.3,-20.4,-4.9,-1.1,-3.3,1
Cc1csc(Sc2nc3c(c(=O)[nH]c(=O)n3C)n2CCCc2ccccc2)n1,0.9,1.1,8.3,6.2,-11.4,-8.9,-7.0,-6.7,7.4,1.1
